Screens deposited in PubChem BioAssay by several laboratories.
CaV13 FRET inh: Primary screen for inhibitors of IQ motif and Ca2+-dependent inactivation inhibitor domain binding in CACNA1D, Förster resonance energy transfer in living cells, …. inhibition, % at 12.3 µM. HEK cells, CFP/YFP FRET ICDI-IQ, plate reader, 10 min; percent FRET-ratio fall versus neutral wells. 340,000 tested, 0.098% active;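 active = mean replicate inhibition of at least 30% and at least 1% of replicates passing that level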;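 also: 0% = median of the neutral control wells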
Granule exo inh: blocks lytic granule exocytosis; TALL-104 LAMP-1 surface exposure, flow cytometry; cells stimulated with thapsigargin and PMA; AID 651702; inhibition, % at 10 µM; 360,000 tested, 0.66% active;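 active = inhibition above about 55%, limit read from the data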
iPSC survival up: enhancers of human iPSC single-cell survival; survival enhancement, % at 20 µM; hiPSC single-cell survival, ATPlite luminescence; 100% = ROCK inhibitor wells, 0% = DMSO; AID 602274; 360,000 tested, 0.044% active; in the data active = survival enhancement above about 18%;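 also: cells exposed to compounds for 16 hours before the ATP read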
Vif inh: inhibitors of HIV Vif; 340,000 tested, 0.35% active; HEK293T cells, Vif self-association by quenched fluorescence, imaging, 24 h; AID 602346; inhibition, % at 7.49 µM; in the data active = inhibition above about 50%, passing the limit was not always enough; also: some results filed as inactive read as strong as hits
aDG glyco up: alpha-DG glycosylation activation; activation, % at 10 µM; AID 624168; Pro5-aDG cells, alpha-DG glycosylation AlphaScreen (IIH6); 0% Pro5, 100% B10-LARGE cell signal; 360,000 tested, 0.22% active;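 active = activation of at least 8% versus controls, or a plate z-score of at least 8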;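 also: Pro5 are CHO cells carrying HIG-tagged alpha-DG that lacks glycosylation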
N-glyco inh: N-linked glycosylation inhibition | D54 ERlucT glycosylation luciferase reporter, 24 h; percent of 100 nM tunicamycin response | reporter increase, % at 12.5 µM | 360,000 tested, 0.23% active;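 active = mean luciferase reporter signal, scaled so untreated is 0 and the glycosylation-blocking control 100, at or above a set limit in every replicate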;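 also: luciferase carries N-glycosylation sites so blocking glycosylation raises the light; 0% = median of neutral control wells and 100% = median of 100 nM tunicamycin wells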
Cardio protect: modulators protecting cardiomyocytes from myocardial damage; protection from H2O2 cell death, % at 20 µM; 360,000 tested, 0.63% active; H9c2 cardiomyocytes, H2O2 injury protection, ATPLite, 2 h; AID 588492;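 active = compounds giving at least 50% protection of heart cells from peroxide-induced death in the single-dose screen, raw or plate-pattern-corrected value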;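 also: 0% = DMSO wells with peroxide and 100% = DMSO wells without peroxide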
HTR2A ag: activates the mouse 5-HT2A serotonin receptor; P35363; CHO-K1 mHTR2A beta-arrestin complementation, luminescence; percent of 30 µM serotonin response; activation, % at 7.6 µM; 360,000 tested, 0.66% active; AID 624169;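 active = activation above a run cutoff, the mean activation of all tested compounds plus 3 SD, cut at about 14% in these data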;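 also: 0% = plate median of compound wells and 100% = 30 µM serotonin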
Target sequence (P35363 whole entry, looked up): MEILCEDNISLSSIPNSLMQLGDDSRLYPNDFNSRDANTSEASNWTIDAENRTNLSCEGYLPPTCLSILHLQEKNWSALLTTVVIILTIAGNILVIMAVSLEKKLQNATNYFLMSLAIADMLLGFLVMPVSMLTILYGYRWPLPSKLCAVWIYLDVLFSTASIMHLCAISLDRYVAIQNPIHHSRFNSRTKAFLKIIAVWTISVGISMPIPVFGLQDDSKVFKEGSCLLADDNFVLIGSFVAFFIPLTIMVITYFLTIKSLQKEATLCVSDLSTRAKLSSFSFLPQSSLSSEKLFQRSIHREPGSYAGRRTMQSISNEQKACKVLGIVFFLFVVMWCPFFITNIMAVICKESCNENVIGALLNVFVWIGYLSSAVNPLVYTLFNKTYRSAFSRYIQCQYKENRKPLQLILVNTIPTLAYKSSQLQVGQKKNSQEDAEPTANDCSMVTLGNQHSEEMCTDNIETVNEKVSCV
PDI inh: blocks human protein disulfide isomerase activity; 350,000 tested, 0.052% active; PDI insulin aggregation turbidity, A650, 90 min; AID 588391; inhibition, % at 10 µM; P07237;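 active = mean inhibition across replicates of 30% or more, whatever share of single replicates reach that level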;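 also: absorbance from insulin aggregation driven by PDI reduction with DTT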
Target sequence (P07237 whole entry, looked up): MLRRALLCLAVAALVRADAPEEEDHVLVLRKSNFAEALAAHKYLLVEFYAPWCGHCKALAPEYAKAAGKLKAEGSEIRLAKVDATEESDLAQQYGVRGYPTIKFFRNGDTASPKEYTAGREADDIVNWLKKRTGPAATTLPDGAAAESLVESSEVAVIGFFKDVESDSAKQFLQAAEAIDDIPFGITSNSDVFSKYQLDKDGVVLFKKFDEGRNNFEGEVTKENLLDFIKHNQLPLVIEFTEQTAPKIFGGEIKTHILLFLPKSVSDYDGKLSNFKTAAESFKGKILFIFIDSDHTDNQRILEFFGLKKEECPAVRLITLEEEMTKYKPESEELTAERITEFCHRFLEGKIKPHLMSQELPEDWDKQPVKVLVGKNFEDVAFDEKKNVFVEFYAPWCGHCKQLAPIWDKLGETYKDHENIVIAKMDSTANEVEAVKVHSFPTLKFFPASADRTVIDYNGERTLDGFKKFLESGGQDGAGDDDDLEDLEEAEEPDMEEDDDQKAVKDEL
ABCB6 inh 2: blocks the human ABCB6 transporter | K562-ABCB6 porphyrin accumulation, flow cytometry, 1 h; hits give low values | fluorescence ratio to DMSO, % at 10 µM | 360,000 tested, 0.19% active;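 active = fluorescence ratio to DMSO below 75%, the collection mean minus 3 SD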;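 also: signal is porphyrin accumulated inside mitochondria; 100% equals median channel fluorescence of DMSO control wells; lower ratio means ABCB6 inhibition with less porphyrin fluorescence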
Active calls of the source: *; nt = no result given.

SMILES	CaV13 FRET inh	Granule exo inh	iPSC survival up	Vif inh	aDG glyco up	N-glyco inh	Cardio protect	HTR2A ag	PDI inh	ABCB6 inh 2
COc1ccc(NCC(=O)N/N=C/C2CCCCC2)cc1	-2	-4	-0.4	3	-0.1	-1	0	-1	8	94
COC(=O)CSc1nc2c(c(=O)n(C)c(=O)n2C)n1CCC(C)C	nt	-4	14	-7	-0.1	3	9	5	3	96
COc1ccc(C(C)=O)c2c(O)cccc12	-5	3	-0.5	-2	0.0	1	12	3	-7	104
O=C1N[C@@H](Cc2c[nH]c3ccccc23)COC(=O)[C@@H](Cc2ccc(F)cc2)CC/C=C/C[C@@H]1CC(=O)N(CCO)Cc1ccccc1	-3	10	0.4	-6	-0.1	0	2	2	25	86
Cc1c(OCC(=O)NC(Cc2ccc(Cl)cc2)C(=O)O)ccc2c3c(c(=O)oc12)CCC3 (stereo unspecified)	nt	-2	0.2	8	-0.4	2	2	1	nt	98
CCS(=O)(=O)N1Cc2ccccc2CC1C(=O)Nc1cccc(OC)c1 (stereo unspecified)	-19	-7	0.6	nt	0.0	1	1	-4	8	106
COc1ccc(C(C)=O)cc1CSc1ncccn1	-2	3	-1.1	-1	0.2	0	6	6	1	88
COc1ccc(S(=O)(=O)NCc2ccc3c(c2)OCO3)cc1OC	-5	2	2.1	114*	-0.1	1	-3	4	5	96
COc1ccc([N+](=O)[O-])cc1NC(C)C	-4	8	0.2	20	0.0	0	-8	-2	9	101
C#CCNC(=O)C1=C[C@H](c2coc3ccccc3c2=O)C[C@H](OCc2ccc(CO)cc2)O1	-11	-4	-1.5	8	-0.1	0	7	-7	0	98
O=C(COC(=O)c1cnc(Cl)c(Cl)c1)NC1CCCCCC1	-4	-1	-0.3	2	0.3	0	-5	0	0	103
N=c1n(CC(=O)c2cccc([N+](=O)[O-])c2)c2ccccc2n1Cc1ccccc1	-7	10	0.3	8	1.5	-7	-25	-4	11	92
N#CCCN1CCN(S(=O)(=O)c2cc(Cl)ccc2Cl)CC1	3	2	0.4	-6	0.0	2	12	-1	-1	98
O=S(=O)(c1ccccc1)N1CCN(Cc2c(O)ccc3ccccc23)CC1	-2	-5	-1.0	-8	0.1	-1	0	3	-5	101
CC1=CN2C(=N)/C(=C/c3ccco3)C(=O)N=C2S1	-15	-6	-2.3	7	0.3	-12	-18	0	0	89
CCOc1ccccc1NC(=S)N(CCCN1CCOCC1)Cc1cn(C)c2ccccc12	-4	4	-0.7	-22	-0.1	-4	19	1	0	98
Cc1noc(C)c1C(=O)N1CCN(c2ncccn2)CC1	-6	-2	4.8	0	-0.3	0	2	2	-11	99
O=C(C1CCCN(c2nnc(-n3cccc3)s2)C1)N1CCN(c2ccccc2)CC1 (stereo unspecified)	-7	-3	-0.3	-5	-0.4	0	5	0	2	99
CN(C(=O)C1CCC(=O)N(Cc2cccc(F)c2)C1)C1CCCCC1 (stereo unspecified)	-6	-2	-0.3	4	-0.3	0	-4	3	-7	93
COc1ccc(Cn2cnc([N+](=O)[O-])c2)cc1[N+](=O)[O-]	-4	-11	-0.9	6	-0.3	1	2	0	-2	101
COc1ccc(OC)c(S(=O)(=O)N2CCCC(C(=O)NC3CC3)C2)c1 (stereo unspecified)	-4	-2	-0.3	16	0.3	1	0	4	14	94
COc1ccc(Cl)cc1NC(=O)c1cc(S(=O)(=O)N2CCCC2)cn1C	0	-2	1.0	-5	0.3	-3	-2	3	nt	89
Cc1ccc(N/N=C(\C#N)C(N)=S)cc1C	0	14	0.5	-6	-0.4	-1	-23	1	-1	95
O=C(NC(Cc1ccccc1)C(=O)O)/C(=C/c1ccc(Cl)cc1)NC(=O)c1ccco1 (stereo unspecified)	-7	0	-0.4	-1	0.0	0	-3	-6	5	100
COc1ccc(C(=O)NCC(=O)N/N=C/C(C)=C/c2ccccc2)cc1OC	-5	-3	-0.9	-4	-0.2	1	-8	3	17	96

Full records as entered above.
N=c1n(CC(=O)c2cccc([N+](=O)[O-])c2)c2ccccc2n1Cc1ccccc1 is entered as CaV13 FRET inh: -7; Granule exo inh: 10; iPSC survival up: 0.3; Vif inh: 8; aDG glyco up: 1.5; N-glyco inh: -7; Cardio protect: -25; HTR2A ag: -4; PDI inh: 11; ABCB6 inh 2: 92
COc1ccc(OC)c(S(=O)(=O)N2CCCC(C(=O)NC3CC3)C2)c1 (stereo unspecified) is entered as CaV13 FRET inh: -4; Granule exo inh: -2; iPSC survival up: -0.3; Vif inh: 16; aDG glyco up: 0.3; N-glyco inh: 1; Cardio protect: 0; HTR2A ag: 4; PDI inh: 14; ABCB6 inh 2: 94

Other results
SMILES	CaV13 FRET inh	Granule exo inh	iPSC survival up	Vif inh	aDG glyco up	N-glyco inh	Cardio protect	HTR2A ag	PDI inh	ABCB6 inh 2
Cc1cccc(C)c1NC(=O)CN(C)C(=O)C1CCCCC1	1	3	-0.5	1	-0.1	2	1	8	-70	86
O=C(NNc1c(Cl)cccc1Cl)c1cccs1	-12	-2	0.5	14	-0.3	0	-1	7	5	103
NS(=O)(=O)c1ccc(CNC(=O)c2ccccn2)cc1	-2	-4	-1.0	nt	-0.1	4	-3	1	-2	101
Cc1cccc(NC(=O)COC(=O)c2cccs2)c1C	-3	-6	-0.4	-6	-0.1	3	1	2	14	100
Cc1cc(OC(C)C(=O)Nc2ccc(S(=O)(=O)Nc3onc(C)c3C)cc2)cc(C)c1Cl (stereo unspecified)	nt	0	-0.2	2	-0.2	3	-3	8	6	96
CC(=O)OC(C(=O)NC1CCCCC1)c1ccccc1Cl (stereo unspecified)	-7	-1	-1.3	-1	-0.1	1	8	3	-4	104
COc1ccc(Cl)cc1Cn1c(C)c(C(=O)NCc2cccc(Cl)c2)sc1=O	10	-8	1.0	-6	-0.1	-3	4	-7	-2	97
COc1ccc(S(=O)(=O)N2CCN(Cc3cccs3)CC2)cc1OC	-18	-2	-0.2	-8	0.1	-4	-13	-2	4	100
Cc1cc(C)c(NC(=O)C2CSCCS2)c(C)c1 (stereo unspecified)	-1	0	0.0	-1	0.1	0	6	2	-5	98
Cc1nc(Nc2cccc(O)c2)c2oc3ccccc3c2n1	-3	3	0.5	-7	0.1	8	19	5	-3	93
CN1CCN(c2ccc(CNC(=O)c3ccco3)cc2)CC1	-5	-3	-0.5	-5	-0.2	0	8	-5	-1	98
CN1CCN(Cc2ccc(-c3ccc(Cl)cc3)o2)CC1	-7	2	-2.3	11	0.5	-4	2	-7	0	92
c1ccc(-c2onc3cc4c(cc23)OCCO4)cc1	-5	1	0.4	-7	-0.3	-4	-15	-4	10	89
CC(=O)Oc1ccccc1N1C(=O)c2ccc(C(=O)O)cc2C1=O	-6	-2	-1.6	12	-0.3	2	-1	1	-2	105
CC(c1nc2ccccc2[nH]1)n1c(=O)c(-c2cccnc2)nc2ccccc21 (stereo unspecified)	-3	1	nt	nt	0.0	nt	nt	-1	nt	nt
Cc1ccc(CNC(=O)c2ccccc2N(C)S(C)(=O)=O)cc1	-26	-1	0.8	-10	-0.3	0	7	3	-2	97
CCOC(=O)C/C(C)=N\Nc1nc(-c2ccccc2)cs1	-3	-4	-0.1	-2	0.0	-1	18	1	8	91
CCn1c(CNC(=O)c2ccccc2F)cc2ccccc21	-20	-3	-0.6	-11	0.1	-2	-5	-2	5	97
CC(C)NC(=O)N(C)C[C@H]1Oc2ccc(NC(=O)Nc3ccc(C(F)(F)F)cc3)cc2C(=O)N([C@H](C)CO)C[C@@H]1C	-4	-10	4.0	-5	0.0	3	2	1	5	98
CC12CC3CC(C)(C1)CC(CN1CCOCC1)(C3)C2	-2	2	-0.5	0	0.2	-1	6	0	14	99
O=C(CSc1cn(CCNC(=O)c2cccs2)c2ccccc12)NC1CCCCC1	-3	-2	-0.7	-1	0.0	-7	-3	-2	nt	93
Nc1c(/C=C2/C=CC(=O)C(O)=C2)c(=O)nc2sc(CC(=O)N3CCCC3)nn12	-3	0	0.0	-16	-0.2	-2	-4	5	-3	98
NS(=O)(=O)c1ccc(CCNC(=O)c2cncc(Br)c2)cc1	0	-2	0.7	0	0.1	-2	4	-4	-8	93
CC(C)c1ccc(C2NC(=S)NC3=C2C(=O)CC(C)(C)C3)cc1 (stereo unspecified)	-15	-15	-1.6	-9	0.1	0	-3	-1	5	99
CC(=NCCc1c(C)[nH]c2ccc(C)cc12)C1=C(O)CC(c2ccccc2)CC1=O (stereo unspecified)	-4	0	-0.8	-5	0.0	6	-5	1	4	102

Just PDI inh, Cardio protect and iPSC survival up, for some of the entries so far:
smiles	PDI inh	Cardio protect	iPSC survival up
Cc1cc(OC(C)C(=O)Nc2ccc(S(=O)(=O)Nc3onc(C)c3C)cc2)cc(C)c1Cl (stereo unspecified)	6	-3	-0.2
CC(=O)OC(C(=O)NC1CCCCC1)c1ccccc1Cl (stereo unspecified)	-4	8	-1.3

Remaining list, next part:
SMILES	CaV13 FRET inh	Granule exo inh	iPSC survival up	Vif inh	aDG glyco up	N-glyco inh	Cardio protect	HTR2A ag	PDI inh	ABCB6 inh 2
Cc1cc(NC(=O)CSC2=NCCS2)no1	-5	-1	-1.6	3	-0.1	1	5	1	4	102
CS(=O)(=O)c1ccc(Cl)c(NC(=O)C2CCCN(C(=O)c3ccc(Cl)cc3)C2)c1 (stereo unspecified)	-4	-25	-0.4	-7	0.3	-2	-8	1	-2	98
CCOc1ccc(C(=O)NCC(=O)NNC(=O)C2COc3ccccc3O2)cc1OCC (stereo unspecified)	-4	-5	2.1	nt	1.3	-1	0	19*	-1	95
CC(=O)C1=C(c2ccccc2)N(C(C)=O)n2c(C)nnc2S1	6	3	-1.4	4	0.6	3	-8	-2	-7	102
CC1(C(=O)Nc2cccc3cccnc23)CCN1Cc1cccc2c1OCO2 (stereo unspecified)	-4	-1	-4.1	-1	-0.1	-3	0	-1	8	97
CC(=O)c1ccc(N2CCN(C(=O)c3ccco3)CC2)c(F)c1	0	-1	-2.5	-2	0.9	-3	-5	0	-2	96
COc1ccc(C2CC(c3cccc(OC)c3)n3nc(N)nc3N2)cc1 (stereo unspecified)	-2	-1	-0.6	10	-0.3	2	-2	2	nt	107
CCC(=O)NNc1nc2c(F)cccc2s1	-6	-1	-0.5	49	-0.3	0	5	2	0	97

Copied from the list.
`CC(=O)c1ccc(N2CCN(C(=O)c3ccco3)CC2)c(F)c1` in ABCB6 inh 2 shows 96
`CCOc1ccc(C(=O)NCC(=O)NNC(=O)C2COc3ccccc3O2)cc1OCC` (stereo unspecified) in Granule exo inh shows -5
`CCC(=O)NNc1nc2c(F)cccc2s1` in N-glyco inh shows 0
`CC1(C(=O)Nc2cccc3cccnc23)CCN1Cc1cccc2c1OCO2` (stereo unspecified) in Vif inh shows -1
`CC(=O)C1=C(c2ccccc2)N(C(C)=O)n2c(C)nnc2S1` in Granule exo inh shows 3
`COc1ccc(C2CC(c3cccc(OC)c3)n3nc(N)nc3N2)cc1` (stereo unspecified) in CaV13 FRET inh shows -2
`Cc1cc(NC(=O)CSC2=NCCS2)no1` in PDI inh shows 4
